# KinaseGlo FLuc – Kinase-Glo luciferase inhibition (counter-screen). Kinase-Glo luciferase, ATP luminescence, 8 min. Potency, µM (doses to about 38.3 µM), for inactives: at the highest dose activity change, negative = inhibition, hits mostly inhibitors. 200,000 compounds, 0.28% hits. AID 1379; note: potency is the fitted concentration of half-maximal effect; % is set by controls: 0 for no effect and ±100 for the full control effect; nearly all actives have a fitted effect of over 60% in size
#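 Compound is pinned into ATP-containing buffer (10 uM ATP, imidazole pH 7.2, 7 mM MgCl2). Kinase-Glo luciferase reagent is then added. Light output is recorded following an 8-min room-temperature incubation.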
# HTT aggregate – mutant huntingtin aggregation inhibition; PC12 HttQ103-GFP aggregates, Acumen cytometry, 40 h; Potency, µM (top dose mostly 46.1 µM), for inactives: top-dose activity change, negative = inhibition, actives largely listed as inhibitors; 220,000 compounds, 1.1% hits; AID 1688; note: potency is the fitted concentration of half-maximal effect; % is set by controls: 0 for no effect and ±100 for the full control effect; nearly all actives have a fitted effect of over 60% in size
#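 Using laser scanning cytometry, GFP-positive aggregates were counted after lysis of PC12 cells induced with 100 nM tebufenozide to express HTT exon 1 Q103–GFP. Compounds were tested in titration.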
# IMPase Li cell – cell-permeable IMPase inhibitors with lithium potentiation; CHO-M1 cells, IP1 TR-FRET (IP-One), carbachol + lithium; Potency, µM (titrated, usually from 59.4 µM), without a hit: at the top dose activity, negative = IMPase inhibition, most hits filed as inhibitors; 210,000 compounds, 0.35% hits; AID 1457;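 note: IP1 builds up when IMPase is blocked and the TR-FRET signal falls; potency is the fitted concentration of half-maximal effect; plate controls were basal vehicle for no effect and high inhibitor control for full effect; nearly all actives have a fitted effect of over 50% in size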
#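 IP1 accumulation measured by competitive TR-FRET in lysed CHO-M1 cells after 30 min compound exposure at 37C, with a small lithium addition to potentiate weak responses. Hill-equation AC50 from ratio and donor-channel data.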
# NPSR antag – neuropeptide S receptor (human) antagonism, cAMP; Q6W5P4; CHO-NPSR cells, cAMP TR-FRET, antagonist mode; Potency, µM (top dose mostly 38.3 µM), inactives show top-dose activity change, negative = inhibition, actives largely listed as inhibitors; 220,000 compounds, 1% hits; AID 1461; note: potency is the fitted concentration of half-maximal effect; % is set by controls: 0 for no effect and ±100 for the full control effect; nearly all actives have a fitted effect of over 50% in size; many of its hits are not listed in these tables
# Target sequence (Q6W5P4 whole entry, looked up): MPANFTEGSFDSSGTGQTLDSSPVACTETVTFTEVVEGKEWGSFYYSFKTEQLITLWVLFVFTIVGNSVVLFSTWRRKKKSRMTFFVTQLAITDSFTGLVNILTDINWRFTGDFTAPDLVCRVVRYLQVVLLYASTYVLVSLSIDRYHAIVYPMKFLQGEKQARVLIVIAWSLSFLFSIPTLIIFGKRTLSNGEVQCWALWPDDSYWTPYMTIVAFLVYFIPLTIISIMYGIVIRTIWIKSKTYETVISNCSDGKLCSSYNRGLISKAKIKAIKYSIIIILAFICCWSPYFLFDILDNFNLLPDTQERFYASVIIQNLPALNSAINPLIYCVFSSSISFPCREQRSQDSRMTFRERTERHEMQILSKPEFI
# L3MBTL1 inh – inhibitors of human L3MBTL1; Q9Y468; AlphaScreen L3MBTL1–H3K9me1 peptide binding; Potency, µM (doses to about 57.1 µM), for the others: at the top dose activity, negative = inhibition, most hits filed as inhibitors; 230,000 compounds, 0.66% hits; AID 485360; note: potency is the fitted concentration of half-maximal effect; % is set by controls: 0 for no effect and ±100 for the full control effect; nearly all actives have a fitted effect of over 60% in size
#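 AlphaScreen assay: L3MBTL1 (50 nM final) was preincubated 30 min at room temperature with biotinylated H3(1-15)K9me1 peptide (75 nM final), then 30 min with library compounds; streptavidin donor and nickel chelate acceptor beads (10 ug/mL final) added, 30 min dark.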
# CBFb-RUNX1 inh – inhibitors of human CBF-beta and RUNX1 interaction. Q01196+Q13951. Potency, µM (titrated, usually from 59.8 µM), for the others: top-dose activity, negative = inhibition, hits mostly inhibitors. 230,000 tested, under 10 active. AlphaScreen CBFb-His/RUNX1-biotin binding, biochemical; note: % of control where 0% means no effect
# Target sequence (Q01196 whole entry, looked up): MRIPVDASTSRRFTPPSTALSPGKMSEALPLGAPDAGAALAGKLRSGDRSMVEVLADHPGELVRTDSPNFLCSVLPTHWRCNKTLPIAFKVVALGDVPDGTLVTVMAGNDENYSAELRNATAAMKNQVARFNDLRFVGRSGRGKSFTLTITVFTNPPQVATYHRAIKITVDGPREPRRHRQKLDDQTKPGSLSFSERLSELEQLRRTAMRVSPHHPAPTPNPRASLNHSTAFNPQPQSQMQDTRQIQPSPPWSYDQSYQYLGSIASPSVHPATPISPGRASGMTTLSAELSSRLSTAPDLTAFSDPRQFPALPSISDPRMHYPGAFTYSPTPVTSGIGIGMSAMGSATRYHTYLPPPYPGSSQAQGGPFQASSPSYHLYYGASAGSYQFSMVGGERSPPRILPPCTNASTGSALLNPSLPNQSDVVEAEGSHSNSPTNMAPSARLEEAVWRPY
# Target sequence (Q13951 whole entry, looked up): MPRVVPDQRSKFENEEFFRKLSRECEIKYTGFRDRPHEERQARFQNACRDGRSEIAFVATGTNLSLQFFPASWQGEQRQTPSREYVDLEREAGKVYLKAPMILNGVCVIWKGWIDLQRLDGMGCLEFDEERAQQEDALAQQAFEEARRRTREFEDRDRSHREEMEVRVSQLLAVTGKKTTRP
#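 Inhibition was taken as any reduction in AlphaScreen signal from the CBF-beta–RUNX1 pair (His and biotin tags, 30 nM each), measured after compound (15 min) and bead (90 min) incubations at room temperature.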
# Epigenetic derep – derepresses silenced GFP reporter in murine cells; AID 1865; Potency, µM (top dose mostly 53.9 µM), inactives show top-dose GFP activation, hits mostly activators; 280,000 compounds, 0.2% hits; murine LDR cells, GFP reporter derepression, 30 h; note: potency is the fitted concentration of half-maximal effect; % of control where 0% means no effect; nearly all actives have a fitted effect of over 60% in size
#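 Reporter derepression read as number of fluorescent GFP-positive objects, 20-120 um in size, counted by laser-scanning cytometer. Mouse LDR line with an epigenetically silenced CMV-GFP locus; compound incubation 30 h, 37 C.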
# Active calls of the source: *; ? = inconclusive; . = not tested or not shown; & = joins results of further samples; [ ] = dose if it differs, or a comment. Calls come from the whole dose curve; as a rule, active = well fitted curve in the direction sought with a large enough effect; inconclusive = small, poorly fitted or top-dose-only effect, or another doubt; inactive = no such curve, though single readings can be large; an effect the other way counts as inactive or inconclusive. A portion of the library; the hit share may differ from the screen's.
# Start of the listing, in advance:
(1) CCOc1ccccc1Nc1nc(-c2sc(NC(=O)c3cccc(Cl)c3)nc2C)cs1
(2) COCc1[nH]nc2c1C(c1ccsc1)C(C#N)=C(N)O2 (stereo unspecified)
(3) C=CCn1c(O)c(N=NC(=O)OC(C)(C)C)c2ccccc21

assay / compound,1,2,3
IMPase Li cell,0%[38.3 µM],4%[38.3 µM],-1%
L3MBTL1 inh,-4%,-4%,-5%
KinaseGlo FLuc,-1%,1%,-1%
Epigenetic derep,?,-2.4%,0.0%
HTT aggregate,-4%,2%,-18%
CBFb-RUNX1 inh,-3%,3%,-1%
NPSR antag,-5%[46.1 µM],0%[46.1 µM],-1%[46.1 µM]

# The list itself, from the first entry:
(1) CCOc1ccccc1Nc1nc(-c2sc(NC(=O)c3cccc(Cl)c3)nc2C)cs1
(2) COCc1[nH]nc2c1C(c1ccsc1)C(C#N)=C(N)O2 (stereo unspecified)
(3) C=CCn1c(O)c(N=NC(=O)OC(C)(C)C)c2ccccc21
(4) Cc1cccc(Nc2nc(-c3ccc4c(c3)OCCO4)cs2)c1
(5) Cc1csc(NC(=O)COc2ccc3c(C)cc(=O)oc3c2)n1
(6) CCc1ccc(C2C(C#N)=C(N)N(N(C)C)C3=C2C(=O)CCC3)s1 (stereo unspecified)
(7) CCN(CC)S(=O)(=O)c1ccc2c(c1)c(=O)c(C(=O)NCCOC)cn2C
(8) CCCCC(=O)NC(=S)Nc1cc(C(=O)O)ccc1Cl

assay / compound,1,2,3,4,5,6,7,8
IMPase Li cell,0%[38.3 µM],4%[38.3 µM],-1%,26%[38.3 µM],9%[38.3 µM],4%,4%[38.3 µM],4%
L3MBTL1 inh,-4%,-4%,-5%,.,.,-2%,3%,6%
KinaseGlo FLuc,-1%,1%,-1%,-4%,-4%,2%,1%,0%
Epigenetic derep,?,-2.4%,0.0%,0.8%,2.1%,0.0%,-1.6%,1.0%
HTT aggregate,-4%,2%,-18%,-7%,18%,-16%,-8%,?
CBFb-RUNX1 inh,-3%,3%,-1%,-10%,3%,?,4%,3%
NPSR antag,-5%[46.1 µM],0%[46.1 µM],-1%[46.1 µM],-5%[46.1 µM],9%[46.1 µM],5%,-14%[46.1 µM],-11%

(9) C=CCC(NCc1ccccc1)c1ccccc1 (stereo unspecified)
(10) O=C(COC(=O)CNC(=O)c1sc2ccccc2c1Cl)Nc1cc(Cl)cc(Cl)c1
(11) Clc1ccc(Cn2cc(/C=N/n3cnnc3)c3ccccc32)cc1
(12) O=C(NC1CCCCCC1)c1nnc(Cc2ccc(Cl)cc2)o1
(13) CCC(=Nc1ccccc1OC)C1=C(O)CC(c2ccccc2)CC1=O (stereo unspecified)
(14) COc1cc2nc(CN3C(=O)c4ccccc4C3=O)oc(=O)c2cc1OC
(15) C=CCn1c(SCC(=O)N(C)C2CCS(=O)(=O)C2)nc2ccccc2c1=O (stereo unspecified)
(16) CN1C2CCC1CC(OC(=O)c1c[nH]c3ccccc13)C2 (stereo unspecified)

assay / compound,9,10,11,12,13,14,15,16
IMPase Li cell,-5%,-12%,19%[38.3 µM],-11%,1%,-16%[38.3 µM],8%,19%
L3MBTL1 inh,21%,-4%,.,7%,.,4%,1%,-4%
KinaseGlo FLuc,0%,-3%,2%,-1%,.,-6%,-4%,-4%&0%
Epigenetic derep,0.0%,-0.6%,-1.0%,-0.3%,2.4%,-0.7%,0.9%,-1.2%&1.0%&0.0%
HTT aggregate,-1%,7%,-22%,-8%,9%,4%,19%,?
CBFb-RUNX1 inh,-4%,10%,-6%,5%[2.36 µM],-2%,1%,4%,11%&2%&8%
NPSR antag,-6%[46.1 µM],-50%,-18%[46.1 µM],9%,3%,-17%[46.1 µM],-4%,-8%&-2%[46.1 µM]

(17) O=C1C(Nc2ccccc2)=C(N2CCCCC2)C(=O)c2ccccc21
(18) O=C(NC(=S)Nc1cccc(Cl)c1N1CCCCC1)c1ccc2c(c1)OCCO2
(19) Cc1cc(C(=O)N/N=C/c2ccc(O)c([N+](=O)[O-])c2)n[nH]1
(20) Cc1ccc(S(=O)(=O)c2c(N)n(-c3ccccc3)c3nc4ccccc4nc23)cc1
(21) COc1ccc(-c2nc(CSCC(=O)NC3CCCc4ccccc43)c(C)o2)cc1OC (stereo unspecified)
(22) CCN(CC)C(=O)CSC(Nc1ccc(F)cc1)=C(C#N)C#N
(23) O=c1cc(-c2ccccc2)nc2nc(-c3ccco3)[nH]n12
(24) Cc1ccn(CC(C)C(=O)O)n1 (stereo unspecified)

assay / compound,17,18,19,20,21,22,23,24
IMPase Li cell,4%[38.3 µM],6%,1%,-6%,24%[38.3 µM],.,8%[38.3 µM],7%
L3MBTL1 inh,-18%,-6%,5%,8%,.,-25%,-8%,-6%
KinaseGlo FLuc,-6%,-1%,-9%,0%,-1%,.,-19%,-1%
Epigenetic derep,-0.9%,0.0%,0.0%,-1.1%,0.0%,9.1%,-1.1%,-1.6%
HTT aggregate,?,-23%,-15%,11%,6%,-10%[9.22 µM],4%,15%[9.22 µM]
CBFb-RUNX1 inh,-6%,3%,-1%,4%,-8%,-10%,11%,9%
NPSR antag,8%[46.1 µM],-46%,-18%[46.1 µM],-21%,-24%[46.1 µM],-8%,-14%[46.1 µM],-14%

(25) Cc1oc2c(c1C(=O)NCc1cc(C(=O)O)co1)CCCC2
(26) CCCn1c(-c2cccnc2Cl)nc2cc(Cl)c(Cl)cc21
(27) COc1ccc(/C=C/C(=O)OCC(=O)NCc2ccco2)cc1OC
(28) O=S(=O)(c1ccc(-c2nnc(SCc3ccccc3)o2)cc1)N1CCCC1
(29) O=C(c1ccccc1O)N1CCOCC1
(30) CC(=O)c1nn(-c2ccccc2)cc1C(=O)c1ccc(Br)cc1
(31) COC(=O)c1ccc(NC(=O)CN2C(=O)CSC2=O)cc1
(32) COc1ccc(NC(=O)Nc2cc(C)cc(C)c2)cn1

assay / compound,25,26,27,28,29,30,31,32
IMPase Li cell,9%[38.3 µM],3%,6%,1%[38.3 µM],.,4%,19%[38.3 µM],.
L3MBTL1 inh,-2%,-3%,?,6%,4%,0%,.,0%
KinaseGlo FLuc,-4%,3%,0%,-1%,.,2%,2%,.
Epigenetic derep,0.1%,-0.9%,-1.9%,-0.7%,-2.1%,0.9%,-0.9%,-1.1%
HTT aggregate,17%,-5%,?,11%,1%[9.22 µM],3%,.,-21%[9.22 µM]
CBFb-RUNX1 inh,-3%,13%,-17%,7%,3%,4%,13%,1%
NPSR antag,10%[46.1 µM],18%[46.1 µM],7%,?,-14%,-7%,-2%[46.1 µM],-12%

(33) Cc1cc(OCCCn2ccnc2)cc(C)c1Cl
(34) O=C(C/C=N\O)Nc1ccc(Oc2ccccc2)cc1
(35) CCN(CC)c1nc2cc(C)ccc2cc1/C=C(\C#N)C(N)=O
(36) O=C(c1c[nH]c2ccc(S(=O)(=O)N3CCC4(CC3)OCCO4)cc2c1=O)N1CCOCC1
(37) Cc1ccc(-c2nc(CN(C)C(C3CC3)C3CC3)c(C)o2)cc1
(38) N#Cc1cc2c(nc1SCC(=O)N1CCCCC1)CCCCC2
(39) Cn1c[n+](C)cc1/C=N/O
(40) CCN(CC)CCN1C(=O)C(O)=C(C(=O)c2cccs2)C1c1ccccn1 (stereo unspecified)

assay / compound,33,34,35,36,37,38,39,40
IMPase Li cell,-8%[38.3 µM],6%,-12%,0%[38.3 µM],2%,-6%[38.3 µM],0%[38.3 µM],-10%[38.3 µM]
L3MBTL1 inh,-1%,5%,-6%,7%,-12%,.,4%,.
KinaseGlo FLuc,2%,-1%,3%,-2%,-2%,0%,-4%,5%
Epigenetic derep,-5.7%,-0.6%,-2.6%,-1.4%,0.1%,-0.7%,-3.0%,-1.3%
HTT aggregate,-20%,11%,8%,12%,-6%[9.22 µM],6%,7%,-2%[9.22 µM]
CBFb-RUNX1 inh,0%,9%,-2%,1%,-6%,3%,-1%,?
NPSR antag,27%[46.1 µM],2%,-58%,-6%[46.1 µM],-3%,?,-3%[46.1 µM],-1%[46.1 µM]

(41) COc1ccc2c(c1)CCCC21NC(=O)N(CC(=O)NC(=O)NCc2ccccc2)C1=O (stereo unspecified)
(42) Cc1nc2nc(-c3ccco3)[nH]n2c(=O)c1C
(43) CCOc1ccc2nc(NC(=O)CSC3=NCCS3)sc2c1
(44) COCCn1c(C)cc(C(=O)CSc2nc3ccccc3c(=O)n2Cc2ccco2)c1C
(45) CSc1snnc1-c1ccccc1
(46) COc1ccc(NC(=S)N(CCCN2CCC(C)CC2)Cc2cccs2)cc1
(47) Cc1cc(NC(=O)CSc2ncnc3ccccc23)no1
(48) CCCNC(=O)c1ccc(CN2CCOCC2)cc1

assay / compound,41,42,43,44,45,46,47,48
IMPase Li cell,12%,18%[38.3 µM],25%[38.3 µM],10%,3%,15%,?,6%
L3MBTL1 inh,-5%,.,-6%,-3%,17%,.,.,-9%
KinaseGlo FLuc,3%,-6%,13%,0%,2%,-2%,20%,0%
Epigenetic derep,-1.1%,-2.5%,-0.4%,0.0%,-7.8%,4.7%,0.8%,-1.7%
HTT aggregate,-7%,-7%,?,?,1%,-2%,-12%,-7%[9.22 µM]
CBFb-RUNX1 inh,3%,8%,4%,1%,24%,-1%,0%,-2%
NPSR antag,10%,-8%[46.1 µM],-16%[46.1 µM],-17%,1%,-14%,-6%[46.1 µM],13%

(49) COc1ccc(OC)c(S(=O)(=O)Nc2cc(Cl)cc(Cl)c2)c1
(50) CC(C)CC(=O)OCC(=O)Nc1ccccc1Sc1ccccc1
(51) O=C(O)CCCC(=O)Nc1ccc(N=Nc2ccccc2)cc1
(52) COc1cccc(NS(=O)(=O)c2cc(C)sc2C)c1
(53) Nc1nonc1N1CCCCC1
(54) CCOc1ccc(/C=N/NC(=O)C(OC)c2ccccc2)cc1 (stereo unspecified)
(55) O=[N+]([O-])c1ccccc1/C=N/n1c(C(F)(F)F)n[nH]c1=S
(56) COC(OC)c1ccc(C#N)c(SCc2ccc(C)cc2)n1
(57) O=C(CN(c1cccc([N+](=O)[O-])c1)S(=O)(=O)c1ccccc1)NCc1ccccc1

assay / compound,49,50,51,52,53,54,55,56,57
IMPase Li cell,-6%,-4%,4%,6%,19%[38.3 µM],12%,-2%,.,23%
L3MBTL1 inh,5%,42%[activator],.,6%,6%,-22%,0%,115%[activator],-11%
KinaseGlo FLuc,0%,1%,-1%,0%,0%,0%,2%,.,5%
Epigenetic derep,-2.0%,0.0%,-0.1%,-0.8%,-13%,0.0%,5.7%,-1.1%,1.3%
HTT aggregate,-16%,-13%,-21%,-11%,-1%,1%,-28%,12%[9.22 µM],2%
CBFb-RUNX1 inh,1%,27%,-6%,7%,15%,-9%,-15%,0%,4%
NPSR antag,-8%[46.1 µM],6%,-7%,-7%[46.1 µM],-10%[46.1 µM],11%,-19%,28%,-6%[46.1 µM]

# Bioassay records from PubChem BioAssay.
